# SRC3 TRFRET art – counter-screen for PPARgamma SRC-3 recruitment agonists: TR-FRET artefact; PPARgamma/SRC-3 format; hits give high values; actives 0.39% (n = 99,000); AID 1048; TR-FRET ratio at 8 µM; in the data active = TR-FRET ratio above about 2000; note: inactives centre near 1600; reference of the scale not given here
# SRC1 TRFRET art – TR-FRET artefact, counter-screen to PPARgamma/SRC-1 agonist assay. TR-FRET detection artefact counter-screen, emission ratio; hits give high values. TR-FRET ratio at 8 µM. actives 0.34% (n = 99,000). AID 1051; in the data active = TR-FRET ratio above about 2300; note: inactives centre near 1800; reference of the scale not given here
# An asterisk follows results filed as active. Not all compounds are listed; rates above refer to the full screens.
SMILES	SRC3 TRFRET art	SRC1 TRFRET art
N#C/C(=C\c1ccc(O)c([N+](=O)[O-])c1)c1nc2ccccc2s1	1565	1663
O=C(NCCc1cn2ccccc2n1)c1cc(COc2c(F)cccc2F)on1	1650	1972
COC(=O)C1=C(C)N(C)C(=S)NC1c1ccc(OC)cc1OC (centres undefined)	1600	1961
Cc1cccc(/C=C2\Oc3cc(OS(C)(=O)=O)ccc3C2=O)c1	1646	1730
Cn1c(N)c(C(=O)c2ccc(C#N)cc2)c(=O)n(C)c1=O	1588	2046
CC(=O)Nc1ccc(S(=O)(=O)NCC(=O)OCC(=O)c2cc(C)n(-c3ccc4c(c3)OCO4)c2C)cc1	1555	1586
CN1CCN(C(c2cccc(C(F)(F)F)c2)c2nnnn2Cc2ccccc2)CC1 (centres undefined)	1704	1776
CCN1CCN(CC(=O)Nc2cc3c(cc2C(C)=O)OCO3)CC1	1726	1831
COc1ccc(NC(=O)Cn2nnc(C(=O)NCCc3ccccc3)c2N)cc1	1636	1924
CC1CCC2(CC1)NC(=O)N(CC(=O)NCc1cccs1)C2=O (centres undefined)	1599	1641
CCc1ccc(/C=C/C(=O)c2ccc(N3CCOCC3)cc2)cc1	1581	1713
CC(C)CC(=O)NC(=S)NNC(=O)c1ccc(NC(=O)C2CCCCC2)cc1	1421	1579
COc1cccc(NC(=O)CN(C)C(C)C(=O)Nc2ccc(C(C)=O)cc2)c1 (centres undefined)	1576	1831
Cc1ccc(-n2c(=O)cc(N3CC(C)OC(C)C3)[nH]c2=O)cc1 (centres undefined)	1850	1650
Cc1ccc(NC(=O)CN(c2ccc(Cl)cc2)S(=O)(=O)c2cc([N+](=O)[O-])ccc2Cl)cc1	1579	1606
CCCCC(=O)Nc1ccc(NC(=S)NC(=O)CC)cc1OC	1488	1625
CC(C)(C)NC(=O)COC(=O)CCC(=O)c1cccs1	1380	1704
CC1CC(=O)c2c(cc3c(-c4c(O)cc(O)c5c(O)c6c(cc45)OC(C)CC6=O)c(O)cc(O)c3c2O)O1 (centres undefined)	1675	2048
COc1ccc(/C=C/CN2CCN(CC(C)C)C(CCO)C2)cc1 (centres undefined)	1491	1931
CCc1ccc(C(C)NC(=O)Cc2ccc(F)cc2)cc1 (centres undefined)	1489	1776

# Among those listed so far, these have an aryl methoxy group.
SMILES	SRC3 TRFRET art	SRC1 TRFRET art
COC(=O)C1=C(C)N(C)C(=S)NC1c1ccc(OC)cc1OC (centres undefined)	1600	1961
COc1ccc(NC(=O)Cn2nnc(C(=O)NCCc3ccccc3)c2N)cc1	1636	1924
COc1cccc(NC(=O)CN(C)C(C)C(=O)Nc2ccc(C(C)=O)cc2)c1 (centres undefined)	1576	1831
CCCCC(=O)Nc1ccc(NC(=S)NC(=O)CC)cc1OC	1488	1625
COc1ccc(/C=C/CN2CCN(CC(C)C)C(CCO)C2)cc1 (centres undefined)	1491	1931

# Quoted at random: two compounds from above.
SMILES	SRC3 TRFRET art	SRC1 TRFRET art
Cn1c(N)c(C(=O)c2ccc(C#N)cc2)c(=O)n(C)c1=O	1588	2046
CCc1ccc(/C=C/C(=O)c2ccc(N3CCOCC3)cc2)cc1	1581	1713

# Next records follow.
SMILES	SRC3 TRFRET art	SRC1 TRFRET art
O=C(Nc1cccc2nsnc12)c1cccnc1Cl	1406	1604
CC(C)C[C@H](NC(=O)Nc1cccc(Br)c1)C(=O)O	1648	1609
CS(=O)(=O)c1nc(-c2ccccc2)cc(C(F)(F)F)n1	1645	1670
CCN(CC)S(=O)(=O)c1ccc(N2CCOCC2)c(NC(=O)c2cc([N+](=O)[O-])ccc2Cl)c1	1552	1765
CCNC(=O)CSc1nnc(CN2CCCCCC2=O)n1-c1ccccn1	1388	1602
Cc1ccn(CCC(=O)O)n1	1667	1668
CC(C)(C)Cc1nnc(NC(=O)Cc2ccc([N+](=O)[O-])cc2)s1	1389	1565
Cc1ccc(-n2ncc3c(NNC(=O)c4cccs4)ncnc32)cc1	1754	1631
O=C(Nc1ccccn1)c1ccc2c(c1)OCO2	1608	1847
C=CCOC(=O)C(C#N)c1nc2ccccc2nc1N1CCN(c2ccccc2OCC)CC1 (centres undefined)	1503	1701
CC(C)(CNC(=O)c1ccc(S(=O)(=O)N2CCCC2)cc1)N1CCOCC1	1508	1625
CC1CN(S(=O)(=O)c2ccc(C(=O)Nc3sc4c(c3C(N)=O)CCN(C)C4)cc2)CC(C)O1 (centres undefined)	1645	1836
O=C(/C=C/c1cccc(O)c1)c1cccnc1	1396	1955
CCN1CCCC1CNC(=O)C(=O)NC1CC1 (centres undefined)	1469	1654
Cc1ncc([N+](=O)[O-])n1CCOC(=O)NC(NCc1ccccc1Cl)C(Cl)(Cl)Cl (centres undefined)	1497	1805
CSc1ccc(CN2C(=O)NC3(CCCCC3)C2=O)cc1	1425	1727
CCOC(=O)C1CCN(C(=O)c2cc3c(=O)n4ccccc4nc3n2C)CC1	1710	2027
COc1ccc([N+](=O)[O-])cc1N(CC(O)CN1CCCCC1)S(=O)(=O)c1ccc(C)cc1 (centres undefined)	1755	1816
CC(C)c1nc(SCC(=O)N2CC(=O)Nc3ccccc32)c2ccccc2n1	1334	2041
Cc1cc(C)c(OCC(=O)OCCNC(=O)c2cccnc2)c(C)c1	1674	1821
COc1ccc(C2NC(=S)NC(C)=C2C(=O)c2ccccc2)cc1OC (centres undefined)	1448	1559
CCN(CC)Cc1c(NC(=O)c2ccccc2)sc(C)c1C	1358	1642
Cc1cccc(C(=O)N[C@H](C(=O)OCC(=O)NC2CCS(=O)(=O)C2)C(C)C)c1 (some centres undefined)	1669	1782
O=C(Nc1cccnc1)c1ccc2c(c1)C(=O)N(CC1CCCO1)C2=O (centres undefined)	1749	1515
COc1ccc(S(=O)(=O)CC(=O)Nc2ccccc2Cl)cc1	1645	1647
CN=c1scc(-c2ccc(F)cc2)n1/N=C/c1ccc(O)c(O)c1	1650	1790
Cn1cnnc1SCC(=O)c1cccc([N+](=O)[O-])c1	1457	1814
CCOc1ccc(NC(=O)CSc2nc(-c3cccs3)cc(C(F)(F)F)n2)c([N+](=O)[O-])c1	1465	1639
O=C(/C=C/c1ccc(Cl)cc1)N1CCN(c2ccccn2)CC1	1646	1694
O=C(c1cccc(S(=O)(=O)N2CCc3ccccc3C2)c1)N1CCN(c2ccccc2)CC1	1608	1777
Cc1cc(C(=O)COC(=O)CNS(=O)(=O)c2ccc3ccccc3c2)c(C)n1-c1ccccc1	1624	1884
COc1ccccc1NC(=O)Nc1c(C)nn(C)c1C	1828	1779
O=[N+]([O-])c1ccc(/C=N/NC(=S)Nc2ccccc2C(F)(F)F)o1	1544	1600
Cc1cc(S(=O)(=O)N2CCN(Cc3ccc4c(c3)OCO4)CC2)cc(C)c1N1CCCC1=O	1467	1749
Cc1ccccc1NC(=S)N(C)CCc1ccccn1	1461	1739
O=C(C1=C[C@H](c2ccc3c(c2)OCO3)C[C@H](OCCCCO)O1)N1CCOCC1	1481	1448
Nc1cnc(Br)cc1Br	1394	1888
CCOC(=O)N1CCN(C(=O)c2nn(-c3cc(OC)cc(OC)c3)c(=O)c3ccccc23)CC1	1772	1483
Cc1cc(NC(=O)Cc2ccccc2)c2ccccc2n1	1322	1660
CCCC(=O)OCCNc1cc(SCCC(=O)OC)c2nonc2c1[N+](=O)[O-]	1525	1607

# Carrying on.
SMILES,SRC3 TRFRET art,SRC1 TRFRET art
COc1ccc(C2=C/C(=C\c3cccc(OC(C)=O)c3)C(=O)O2)cc1,1613,2065
O=C(N1CCN(c2ccccc2)CC1)C(F)(F)C(F)(F)F,1420,1734
COc1cc(CCC(=O)OCC(=O)NCc2ccc(Cl)cc2)cc(OC)c1OC,1532,1629
CSC(=S)NCc1cccnc1,1384,1624
N#CC1=C(SCc2ccccc2Cl)NC(=O)C(C(N)=O)C1 (centres undefined),1578,1821
CCC1CCCCN1S(=O)(=O)c1ccccc1[N+](=O)[O-] (centres undefined),1514,1917
Cc1ccc(N/N=C(\C#N)C(=N)N2CCOCC2)cc1,1672,1892
CCOC(=O)C1CCN(S(=O)(=O)c2cc(F)ccc2OC)CC1,1376,1612
COc1cc(NC(=S)NN2CCN(C)CC2)cc(OC)c1OC,1646,1810
CSCCC(NC(=O)c1ccccc1)C(=O)Nc1ccc(C)cc1 (centres undefined),1619,2007
COc1cccc(/C=C/C(=O)Nc2ccc3c(c2)OCCO3)c1OC,1715,2085
O=C(CCCn1cnc([N+](=O)[O-])n1)Nc1cccc(Cl)c1Cl,1560,1670
Cc1cc(C)c(C#N)c(SCC(=O)OC2CCCCC2)n1,1561,2048
COc1ccc(C2=NN(C(=O)CSc3nc4ccccc4s3)C(c3ccc(OC)cc3)C2)cc1 (centres undefined),1447,1938
CCO[C@H]1OC(C(=O)N2CCN(Cc3ccccc3)CC2)=C[C@@H](c2coc3ccccc3c2=O)[C@@H]1CCCO,1542,1630
COC(=O)[C@@]1(Cc2ccc(F)cc2)[C@H]2c3cc(C(=O)N4CCCC4)n(CCc4ccccn4)c3C[C@H]2CN1C(=O)c1ccccc1,1467,1827
COc1ccc(CC(=O)NCC2(c3ccc(OC)c(OC)c3)CCCC2)cc1,1526,1819
CSc1nc(-c2ccccc2)nc(NC(C)=O)c1C(C)=O,1446,1819
Cc1nc2ccc(Cl)cc2c(-c2ccccc2F)c1CC(=O)O,1771,1823
COc1ccc(C(=O)NNC2CC(=O)N(Cc3ccc(Cl)cc3)C2=O)cc1OC (centres undefined),1819,1925
Cn1c(Cn2c(=O)sc3ccccc32)nnc1SCC(N)=O,1616,1851
O=C(Cc1cccc2ccccc12)Nc1ccc2c(c1)C(=O)NC2=O,1621,1711
N/C(=N\OC(=O)c1ccccc1[N+](=O)[O-])c1ccccn1,1581,1715
Cn1cccc1C(C#N)c1ccccc1C#N (centres undefined),1598,1865
O=C(Nc1cccc(Oc2ccc3c(c2)C(=O)NC3=O)c1)c1cccs1,1475,1715
O=C(N/N=C/c1ccccc1OCc1ccccc1)c1cccs1,1660,1769
COc1cccc(OCc2ccc(C(=O)NCC3CCCO3)cc2)c1 (centres undefined),1472,1858
COc1ccc(NC(=O)c2cc3c([nH]c4ccccc43)c(C)n2)cc1,1327,1510
COc1ccc(/C=N/Nc2nc(Nc3ccccc3)nc(N3CCCC3)n2)cc1[N+](=O)[O-],1530,1417
Cn1c(SCC(=O)N2CCc3ccccc32)nnc1-c1ccc(S(=O)(=O)N2CCCC2)cc1,1453,1610
CC1=C(C(=O)Nc2ccc(C)cc2C)C(c2ccc(C)o2)NC(=S)N1 (centres undefined),1582,1733
CCCC(=O)N(c1ccc2oc(C)c(C(C)=O)c2c1)S(=O)(=O)c1ccc(C)c([N+](=O)[O-])c1,1385,1631
CC(C)(C)C1CCC(=NNC(=O)C(=O)NCc2ccco2)CC1 (centres undefined),1703,1992
Clc1ccccc1N=C1NN=C(c2cccs2)CS1,1478,1816
COc1ccc(CN2CCC(CO)(CCOc3ccccc3)CC2)cc1C,1606,1798
CCC(CC)c1nnc(NC(=O)CCNC(=O)c2ccccc2Cl)s1,1661,1669
CCN1CCN(CC(O)COc2ccc3c(c2)CCC3)CC1 (centres undefined),1609,1817
O=C(Nc1ccc(Cl)c(Cl)c1)Nc1ccccc1NS(=O)(=O)c1cccs1,1524,1732
CCOc1ccc(C(=O)NCC(=O)N2CCC(C)CC2)cc1OCC,1325,1707
N#Cc1ccccc1OCCOCCNC1CCCC1,1681,1736
CCN(CC)c1ccc(C(=O)O)cc1,1678,1901
CC(C)C(=O)NC(=S)Nc1ccc(S(=O)(=O)Nc2nccs2)cc1,1730,2318*
COc1cccc(OC)c1CC1SC(=O)NC1=O (centres undefined),1655,1738
CC(Oc1cccc(F)c1)c1ccnc2nc(/N=C/N(C)C)nn12 (centres undefined),1493,1888
CCCC(C)NC(=O)CSCc1ccc(OC)cc1 (centres undefined),1661,1911
CCOC(=O)CCc1nn(C)c(=O)c2ccccc12,1717,2079
CCOC(=O)c1ccc(NC(=O)Cn2c(-c3nonc3N)nc3ccccc32)cc1,1643,2014
O=C(CC1Sc2ccccc2NC1=O)c1ccc(Br)cc1 (centres undefined),1446,1913
COc1ccc2c(c1)C(SCC(=O)NCc1ccccc1)CC(C)(C)O2 (centres undefined),1591,1780
Cc1ccc(S(=O)(=O)Nc2ccccc2C(=O)NCc2cccnc2)cc1,1671,2037
CCNC(=S)N/N=C/c1cccc(C)c1,1631,1810
CCCN(CCC)CCCNC(=O)CN1C(=O)CSc2ccc(S(=O)(=O)N3CCOCC3)cc21,1516,2136
CCCOc1ccc(C2NC(=S)NC(C)=C2C(=O)c2ccccc2)cc1OC (centres undefined),1673,1667
CC(=O)c1ccc(N=c2scc(C)n2C(C)C)cc1,1694,1774
CCOCC(=O)Nc1cccc(-c2nc3cccnc3s2)c1C,1448,2116
COC(=O)CNC(=O)C(NC(=O)OCc1ccccc1)C(C)C (centres undefined),1615,1809
COc1ccccc1NC(=S)NC(NC(=O)c1ccco1)C(Cl)(Cl)Cl (centres undefined),1531,1691
CC(c1ccccc1)N1C(=O)NC(NC(=O)C(C)(C)C)(C(F)(F)F)C1=O (centres undefined),1727,1805
O=C(N/N=C/c1ccc2c(c1)OCO2)c1cccs1,1643,1766

# Structures above with a COOH group:
SMILES,SRC3 TRFRET art,SRC1 TRFRET art
CC(C)C[C@H](NC(=O)Nc1cccc(Br)c1)C(=O)O,1648,1609
Cc1ccn(CCC(=O)O)n1,1667,1668
Cc1nc2ccc(Cl)cc2c(-c2ccccc2F)c1CC(=O)O,1771,1823
CCN(CC)c1ccc(C(=O)O)cc1,1678,1901

# Bioassay records as filed in PubChem BioAssay.
